# EP2 antag: human EP2 receptor antagonists, primary screen, TR-FRET cAMP, C6 glioma cells; Prostaglandin E2 receptor EP2 subtype (Homo sapiens), P43116; C6 glioma cells expressing human EP2; cells stimulated with saturating PGE2; inhibition, % at 25 µM; 0.52% of 260,000 active; AID 1422, 2008;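 active means percent inhibition above 40 after rounding to a whole number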;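 further: rat C6 glioma host cells with rolipram phosphodiesterase inhibitor present; the protocol text gives 20 µM as final concentration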
# Target sequence (P43116 whole entry, looked up): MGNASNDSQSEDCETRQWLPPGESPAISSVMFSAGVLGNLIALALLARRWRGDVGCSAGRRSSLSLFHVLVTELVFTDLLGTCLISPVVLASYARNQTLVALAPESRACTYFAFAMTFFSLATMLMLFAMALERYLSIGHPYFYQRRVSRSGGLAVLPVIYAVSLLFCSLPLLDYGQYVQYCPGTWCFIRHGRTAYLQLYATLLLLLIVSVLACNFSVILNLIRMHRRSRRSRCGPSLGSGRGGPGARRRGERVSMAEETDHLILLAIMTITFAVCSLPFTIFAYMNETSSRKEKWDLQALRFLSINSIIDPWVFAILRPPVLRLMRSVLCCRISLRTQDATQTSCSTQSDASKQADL
# 14-3-3 Bad inh: inhibitors of 14-3-3 zeta/Bad binding, primary screen, biochemical, TR-FRET, bovine 14-3-3 zeta | TR-FRET 14-3-3zeta/Dy647-pBad peptide displacement, 1 h | inhibition, % at 21.7 µM | 0.71% of 220,000 active | AID 781, 2007;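 active means inhibition above about 70%, limit read from the data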;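 further: 0% = full 14-3-3 plus peptide FRET controls and 100% = background without 14-3-3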
# Target sequence (P63103 whole entry, looked up): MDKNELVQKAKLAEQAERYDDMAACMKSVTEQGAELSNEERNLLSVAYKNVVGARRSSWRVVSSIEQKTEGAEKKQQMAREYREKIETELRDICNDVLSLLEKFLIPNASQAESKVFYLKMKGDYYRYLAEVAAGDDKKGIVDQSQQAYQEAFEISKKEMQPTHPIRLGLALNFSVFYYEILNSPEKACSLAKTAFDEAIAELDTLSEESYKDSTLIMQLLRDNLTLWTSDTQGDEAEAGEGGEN
# m-calpain inh: inhibitors of pig calpain II, primary screen, biochemical, fluorogenic peptide substrate, 1536-well | AID 1236, 2008 | inhibition, % at 16 µM | 0.37% of 220,000 active | purified calpain II, 30 min;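 active means inhibition above about 50%, limit read from the data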
# Hck-Nef inh: inhibitors of Nef-activated human Hck kinase, primary screen, biochemical, Z-Lyte FRET, 384-well, Hck-YEEI | Tyrosine-protein kinase HCK (Homo sapiens), P08631 | Recombinant Hck-YEEI plus Nef, Z-Lyte FRET kinase assay | inhibition, % at 20 µM | 0.68% of 220,000 active | AID 463187, 2010;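 active means Hck-Nef kinase inhibition above about 50%, limit read from the data; inactive means inhibition below that limit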;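 further: 0% = DMSO with Hck plus Nef and 100% = Hck alone without Nef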
# Rad51 HR inh: human RAD51 strand exchange inhibitors, primary screen, biochemical, fluorescence. 0.085% of 200,000 active. hRad51 DNA strand exchange, fluorescence dequenching. inhibition, % at 10 µM;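 active means inhibition above 40% at the single screening dose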;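 further: 0% = DMSO control wells and 100% = blanks with heterologous ssDNA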
# Target sequence (Q06609 whole entry, looked up): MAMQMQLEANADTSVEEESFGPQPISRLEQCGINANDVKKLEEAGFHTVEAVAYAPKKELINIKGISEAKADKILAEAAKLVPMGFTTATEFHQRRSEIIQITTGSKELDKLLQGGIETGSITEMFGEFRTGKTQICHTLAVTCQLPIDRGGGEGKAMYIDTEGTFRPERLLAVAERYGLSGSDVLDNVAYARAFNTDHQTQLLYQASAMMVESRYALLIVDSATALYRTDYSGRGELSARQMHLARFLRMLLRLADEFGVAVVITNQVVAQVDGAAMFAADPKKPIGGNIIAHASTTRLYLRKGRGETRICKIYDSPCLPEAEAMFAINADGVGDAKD
#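 Material: Human Rad51 nucleoprotein filaments preassembled on unlabelled ssDNA | Also added: Labelled 47-mer dsDNA for strand exchange | Dosing: Single dose, 10 µM final compound | Schedule: 30-min compound preincubation and 15-min exchange, both room temperature | Technique: Fluorescence dequenching at 485/520 nm | Measure: Percent inhibition relative to plate controls and blanks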
# L929 necroptosis: inhibitors of zVAD-triggered necroptosis, primary screen, L929 cells. L929 zVAD necroptosis rescue, ATP luminescence, 24 h; with zVAD 60 µM. viability rescue, % at 10 µM. 0.38% of 220,000 active. AID 1377, 2008;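 active means activation, scaled between plate controls, above about 75%, limit read from the data; inactive means activation under that limit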;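 further: 0% = zVAD with DMSO and 100% = DMSO alone without zVAD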
# EP2 modulator: EP2 receptor modulators, cAMP readout, primary screen, cell-based, HTRF cAMP, PGE2 stimulation. induction, % at 25 µM. EP2-expressing cells, cAMP HTRF FRET, PGE2 co-stimulation. Prostaglandin E2 receptor EP2 subtype (Homo sapiens), P43116. 0.83% of 260,000 active;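 active means compounds whose cAMP rise, as percent of the full-agonist control response, exceeds 60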;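 further: rat C6 glioma line stably carrying human EP2 under a CMV promoter; the protocol text gives 20 µM as final concentration; 100% = response of wells given 1 µM PGE2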
# eIF4E 4G PPI: eIF4E–eIF4G protein interaction inhibitors, primary screen, biochemical, uHTS, TR-FRET, eIF4GI fragment | inhibition, % at 21.7 µM | AID 782, 2007 | TR-FRET eIF4E-eIF4GI(517-606) binding, 2 h | 0.37% of 220,000 active;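 active means inhibition above about 30%, limit read from the data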;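 further: 0% = full FRET control wells and 100% = background wells lacking eIF4GI fragment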
# TbHK1 inh: Trypanosoma brucei hexokinase 1 inhibitors, primary screen, biochemical, G6PDH-coupled NADH absorbance, MLSCN library; hexokinase 1 [Trypanosoma brucei]; recombinant TbHK1, G6PDH-coupled NADH A340; inhibition, % at 10 µM; 0.11% of 220,000 active;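 active means inhibition of 50% or more in the single-dose primary screen; inactive means inhibition below 50%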
# * hit, by the source's call; . = no result given; [ ] = remark or other dose. The list is partial. The share of hits here may be higher or lower than overall.
# Second line of a record: EP2 antag, 14-3-3 Bad inh, m-calpain inh, Hck-Nef inh, Rad51 HR inh, L929 necroptosis, EP2 modulator, eIF4E 4G PPI, TbHK1 inh
COc1ccc(-n2c(CN3CCN(c4ccccn4)CC3)nc3ccc([N+](=O)[O-])cc3c2=O)c(OC)c1
  7, -1, -26, -26, 0, 0.2, 6, 0, -19
c1ccc2c(c1)c1c3n2CCNC3CCC1 (stereo not drawn)
  15, 6[fluorescence artefact?], -6, -2, 20, -1.1, -6, 7, 1
C(=N\c1nccs1)/c1cccnc1
  8, -1, -7, 0, -4, -0.5, 17, 3, 0
COc1ccc(C2CC(=O)C(C=NCCO)=C(O)C2)cc1OC (stereo not drawn)
  24, 2[fluorescence artefact?], -44, 1, 0, 0.0, -9, -2, -8
c1cncc(-c2nc3ccccc3o2)c1
  6, ., ., 0, -11, 4.7, ., ., 10
Cc1cc(C)n(-c2nc3c(c(=O)n(C)c(=O)n3C)n2CCO)n1
  6, -6, 0, 2, ., -0.3, 10, 4, 3
CCOC(=O)CNC(=O)c1cn(CC(C)C)c(=O)c2cc(OC)c(OC)cc12
  4, 3, -10, 1, -5, -0.1, 18, 5, -8
COc1cc(C(=O)N2CCN(c3ccccc3OC)CC2)c([N+](=O)[O-])cc1OC
  2, -6, -16, -65, 15, 0.0, 7, -2, -5
Cc1nn2c(=O)c(NC(=O)c3ccc(Cl)cc3)cnc2s1
  3, 1, -5, -1, ., 0.7, -1, 3, -27
Cc1nn(C)c(C)c1CN(C)C(=O)C1c2ccccc2Oc2ccccc21
  9, -7[fluorescence artefact?], -44, 8, -13, -0.6, 15, -1, -2
CN(Cc1cn(Cc2ccccc2)nc1-c1ccc2c(c1)OCO2)Cc1nccn1C
  8, -13, 0, 5, -10, -1.3, -2, 2, -2
Cc1c(NC(=O)C(C)Sc2ccc3ccccc3n2)c(=O)n(-c2ccccc2)n1C (stereo not drawn)
  9, 10, -14, 4, -14, 0.1, 4, 2, -10
COc1ccc(NC(=S)N2CCN(c3ncccn3)CC2)cc1
  5, -6, -10, -33, 1, 2.2, -6, -2, -1
N#CCC(=O)Nc1ccc(C(=O)Nc2cccnc2)cc1
  9, 3, -12, 7, 4, 0.8, 26, -2, -1
Oc1ccc2oc3c(c2c1/C=N/n1cnnc1)CCCC3
  7, -9, -30, 2, -5, 0.1, -27, -1, -20
COCCNC(=O)C/C(C)=N/NC(=O)C(=O)NC1CCCCC1
  6, -3, -28, 22, 5, 5.8, 2, -5, 1
CC(=O)c1cnn(-c2ccccc2)c1C
  2, -9, -15, 17, 10, 0.4, 19, 2, 2
CCOc1ccc(C(=O)NCC2OCCc3ccccc32)cc1 (stereo not drawn)
  11, -13, 21, 7, -1, -0.6, -12, 5, 2
COc1cc(C(=O)Nc2ccc([N+](=O)[O-])cn2)cc(OC)c1OC
  12, -2, 18, 6, 8, 0.2, -26, 2, 16
Cc1cccc(N2C(=O)/C(=C/c3ccccn3)SC2=S)c1
  14, -7, 11, 5, 16, 1.5, 9, 2, -26
Cc1cc(C)nc(SCC(=O)Nc2ncc3c(n2)CC(C)(C)CC3=O)n1
  4, 2, -10, 4, 1, 0.6, 13, 0, 3
Cn1c(=O)oc2cc(S(=O)(=O)NCc3ccncc3)ccc21
  2, 16, 16, -2, -21, -0.2, 6, 5, 2
COc1cc(-c2nn3c(-c4ccccn4)nnc3s2)cc(OC)c1OC
  7, 10, -20, 0, 1, 8.4, 3, 2, 2
CCCCCc1nc2c(c(=O)c3ccccc3n2C)c(=O)n1Cc1ccc(OC)cc1
  13, 7, -9, 7, 15, 0.6, 3, -2, -3
Cc1nnsc1C(=O)N1CCN(c2cc(C(F)(F)F)ccn2)CC1
  11, 1, -12, 11, -2, 1.0, -4, 2, -7
CNC(=S)N1CCc2cc(OC)c(OC)cc2C1COc1ccc(F)cc1 (stereo not drawn)
  -2, 0, 31, 24, -2, -0.7, -45, 4, -3
O=C(NCCOc1nc(N2CCCCC2)nc(N2CCOCC2)n1)Nc1ccccc1
  11, 1, 30, 2, -8, 1.9, 19, 1[fluorescence artefact?], -6
O=C(NCC1CCCO1)c1onc(CSc2ccccc2F)c1C(=O)O (stereo not drawn)
  6, 18[fluorescence artefact?], 8, 0, -3, 0.0, -7, 4[fluorescence artefact?], 3
C=CCN(Cc1nc(-c2cc(OC)c3c(c2)OCO3)oc1C)C1CCS(=O)(=O)C1 (stereo not drawn)
  4, -12, -16, 12, 17, -0.4, -12, -3, -4
CC(C)[C@@H](N)C(=O)N/N=C/c1ccc2nccnc2c1
  3, 3, -12, 27, 5, 0.1, -30, 5, -52

# Record cards, as listed above. Values in the order: EP2 antag, 14-3-3 Bad inh, m-calpain inh, Hck-Nef inh, Rad51 HR inh, L929 necroptosis, EP2 modulator, eIF4E 4G PPI, TbHK1 inh
# O=C(NCCOc1nc(N2CCCCC2)nc(N2CCOCC2)n1)Nc1ccccc1 is listed as 11, 1, 30, 2, -8, 1.9, 19, 1[fluorescence artefact?], -6
# Cc1nnsc1C(=O)N1CCN(c2cc(C(F)(F)F)ccn2)CC1 is listed as 11, 1, -12, 11, -2, 1.0, -4, 2, -7
# CCCCCc1nc2c(c(=O)c3ccccc3n2C)c(=O)n1Cc1ccc(OC)cc1 is listed as 13, 7, -9, 7, 15, 0.6, 3, -2, -3

# The results go on.
# Second line of a record: EP2 antag, 14-3-3 Bad inh, m-calpain inh, Hck-Nef inh, Rad51 HR inh, L929 necroptosis, EP2 modulator, eIF4E 4G PPI, TbHK1 inh
Cc1ccc(N=Nc2c(C)[nH]n(-c3ccccc3)c2=O)c(C)c1
  5, -7, -4, 17, 19, 0.4, 39, 1, 1
CCC1(C(=O)c2ccccc2)C(c2cccc([N+](=O)[O-])c2)C1(C(=O)OC)C(=O)OC (stereo not drawn)
  6, -1, 3, -3, 10, 2.0, 4, 0, 0
O=c1c2cc3c(cc2[nH]c(=S)n1C1CCN(Cc2ccccc2)CC1)OCO3
  7, -1, 31, 17, 4, -0.2, -63, -1, -6
CCCCOc1ccc(Nc2cc(Cl)ccc2C(=O)O)cn1
  8, -2, 7, 25, -16, 0.9, -87, 2, -9
CCCC(c1nnnn1CCOC)N(Cc1cc2cc(C)c(C)cc2[nH]c1=O)CC1CCCO1 (stereo not drawn)
  ., -1, -36, 5, ., 0.0, 9, -2, -14
O=C(O)c1cc(C2CC2)nn1-c1ccccc1
  5, -6, 11, 3, 3, 0.9, -16, -5[fluorescence artefact?], 2
CCC(=O)N1CCN(c2ccc(Cl)cc2NC(=O)Cc2ccc(Cl)cc2)CC1
  6, -3, -11, 0, 5, 0.3, 14, 1, -16
CCOC(=O)Cc1csc(SCC(=O)Nc2cccc(Cl)c2)n1
  13, 7, 3, 1, 2, -0.4, -7, 4, 6
Cc1ccc(-c2ccc(C(=O)O)c(C)n2)cc1
  7, 8, -4, 2, 4, ., 36, 4[fluorescence artefact?], -5
O=C(c1ccc(C23CC4CC(CC(C4)C2)C3)o1)N1CCOCC1
  13, 1, 23, 0, ., 0.0, -5, 3, 6
CS(=O)(=O)N(CC(=O)N1CCN(c2cccc(Cl)c2)CC1)c1ccccc1
  6, 0, -11, 9, -2, -0.9, 13, -1, -7
COc1ccc([C@H]2[C@@H]3C=CCC[C@@]3(C)C(=O)N2Cc2ccccc2)cc1Cl
  13, -8, -2, 29, -2, -0.5, 18, -4, -14
Cc1cc(C)cc(N(C(=O)Cc2cccs2)C(C(=O)NC2CCCC2)c2ccc(C)o2)c1 (stereo not drawn)
  4, -7, 14, 0, 1, -0.1, 52, 2, 4
CCOc1ccc(CNCc2cccnc2)cc1
  13, 4[fluorescence artefact?], 4, 12, 1, 0.3, -11, -2[fluorescence artefact?], 0
CCc1ccccc1NC(=O)CN(C)C(=O)CN1C(=O)NC2(CCCCCC2)C1=O
  7, -6[fluorescence artefact?], 6, 0, -8, 0.7, -11, -1, -3
CC(NC(=O)COC(=O)c1cc(Cl)nc(Cl)c1)c1ccccc1 (stereo not drawn)
  6, -15, -26, 2, 17, 1.2, 19, 1, 1
CCOC(=O)C1=C(N)Oc2c(oc(CO)cc2=O)C1c1ccc(F)c(F)c1 (stereo not drawn)
  7, -1, -21, 17, -7, -2.2, 16, 0, 0
CC(Sc1nc2ccccc2n1C)C(=O)NC(c1ccccc1)c1ccccc1 (stereo not drawn)
  4, -2, 43, -9, 2, 0.3, 72*, -2, 0
CCc1cc2c(SCC(=O)Nc3ncc(Cl)c(C)c3Cl)ncnc2s1
  8, 5[fluorescence artefact?], 3, 2, -2, 1.1, 20, -1, 3
COc1ccc(N(CC(=O)NCc2ccc(Cl)cc2)S(=O)(=O)c2ccccc2[N+](=O)[O-])c(OC)c1
  3, 27, -12, 25, -8, -2.5, -2, -1, 13
CCCn1nnc(NC(=O)COc2cc(C)ccc2C(C)C)n1
  6, 11, 6, -1, 2, 0.4, -11, 6, 3
COc1cccc(OCCCN2CCCCCC2)c1
  8, 16, -17, -1, -1, 0.5, 6, -3, -6
Cc1c(CCOC(=O)CC23CC4CC(CC(C4)C2)C3)sc[n+]1Cc1ccccc1
  18, -13, -17, 2, 6, 0.0, -36, -3, 6
O=C(COC(=O)c1c2c(nc3ccccc13)/C(=C/c1cccc([N+](=O)[O-])c1)CCC2)NC1CCS(=O)(=O)C1 (stereo not drawn)
  8, 2, -19, 2, -1, 6.7, -35, 1[fluorescence artefact?], -24
O=C(c1ccccn1)N(Cc1ccco1)C1(C(=O)NC2CCCC2)CCCCC1
  6, 0[fluorescence artefact?], 8, 0, -2, -0.2, 20, 3[fluorescence artefact?], -5
Cc1ccc(CSc2nc3c(c(=O)[nH]c(=O)n3C)n2CCC(C)C)cc1
  5, -6, -7, 3, -7, -0.8, 53, -3, -3
S=c1[nH]nc(Cc2cccs2)n1-c1ccccc1
  ., -3, 10, 0, ., 1.3, 4, -7, 4
CCN(CC)S(=O)(=O)c1ccc(N(C)Cc2cccc(OC)c2OC)nc1
  9, -12, -2, 2, -4, 1.6, -57, 2, -2
CC(C)CC1NC(=O)N(CC(=O)NC2CCCc3ccccc32)C1=O (stereo not drawn)
  1, 10, -1, -15, -3, 0.9, 6, 4, 1
CCCCC1C2=C(CCCC2=O)OC2=C1C(=O)CCC2
  4, 7, 22, -1, -2, -1.1, 27, 1, -2
COC(=O)CCC(=O)NNC(=O)c1ccc(Cl)cc1Cl
  10, 3, -2, 2, -4, -0.2, 9, -4, -2
CCOC(=O)c1sc(Nc2ccc(Br)cc2)nc1C
  7, 16, 13, 7, 21, 0.7, -3, -2, -17
COc1ccc(-n2nc3c(c2NC(=O)c2c(F)cccc2Cl)CS(=O)C3)cc1 (stereo not drawn)
  8, 2[fluorescence artefact?], -4, 1, 0, 1.2, 16, 3, -3
NC(=O)c1ccc(-n2c(CCC(=O)O)ccc2-c2cccs2)cc1
  3, -2, -9, 26, ., 0.1, 29, 0, -9
Cc1ccc(Cl)c(OCC(O)CN(CCO)CCO)c1 (stereo not drawn)
  7, 8, -7, 3, 3, 0.7, 18, -1[fluorescence artefact?], 6

# Screening results as filed in PubChem.
